IL1B NFkB pot = enhancers of NFkB p65 translocation in HUVEC – imaging, IL-1B stimulus, high-content imaging, primary screen. HUVEC IL-1B NFkB p65 nuclear translocation imaging. AID 819, 2007. 94,000 tested, 0.3% active. activation, % at 2 µM;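 active = activation above 40%, about the mean plus 3 SD, also judged a hit on visual image review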;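 also: percent activation is computed from the nuclear over cytoplasmic p65 intensity ratio; values of inactives mirror those of a sister screen read the other way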
IL1B NFkB inh = inhibitors of IL-1B driven NFkB p65 nuclear import, primary screen, imaging, HUVEC, IL-1B stimulus, high-content imaging. 94,000 tested, 0.43% active. inhibition, % at 2 µM. HUVEC IL-1B NFkB p65 nuclear translocation imaging;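 active = inhibition above about 30% together with a positive call from visual inspection of the well image, limit read from the data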;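 also: nuclear over cytoplasmic p65 intensity ratio measured by imaging; 0% = IL-1B stimulated DMSO wells and 100% = unstimulated DMSO wells; values of inactives mirror those of a sister screen read the other way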
Bcl-B TR3 displacers = displacers of TR3 peptide from Bcl-B, primary screen, selectivity assay for Bfl-1 inhibitor project, biochemical, fluorescence polarization; FP displacement of FITC-TR3 peptide from Bcl-B; higher % means a stronger effect; one-dose displacement, % at 20 µM; IC50 in µM for titrated hits; 96,000 tested, 0.11% active; AID 748, 2007;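 active = displacement above 50% at 20 µM plus a fluorescence interference ratio under 1.5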;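 also: plate controls were wells without compound for no effect and wells lacking Bcl-B protein for full effect; a part of the inactive calls stands beside numbers as strong as those of hits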
MRP reversal = reversal of MRP1-mediated doxorubicin resistance, primary screen, H69AR cells, doxorubicin co-treatment. differential viability (reversal), % at 10 µM. H69AR cells + 2 uM doxorubicin, CellTiter-Glo, 72 h. 85,000 tested, 0.04% active;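 active = viability drop by adding the cancer drug above about 55%, with treated viability meeting a 40% cutoff, limit read from the data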;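 also: viability without doxorubicin minus viability with 2 µM doxorubicin for each compound; larger differential means the compound sensitizes cells more to doxorubicin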
PLAP inhibitors HTS = PLAP enzyme inhibitors, biochemical, luminescence, HTS (AID 690); purified PLAP, luminescent substrate; higher % means a stronger effect; one-dose inhibition, % at 20 µM; IC50 in µM for titrated hits; 96,000 tested, 0.08% active; Alkaline phosphatase, placental type (Homo sapiens); in the data active = a potency from the dose series; inactive = the rest, 99 in 100 with inhibition below about 30%; also: strong numbers were not always called active
MRP reversal cytotoxicity = recorded beside MRP reversal, whose call it bears; viability, %; H69AR cells, CellTiter-Glo, 72 h; measured here: cytotoxicity without doxorubicin
MRP reversal with doxorubicin = second read-out of MRP reversal, no call of its own (marks repeat the call); viability, %; measured here: viability with 2 uM doxorubicin; hits give low values
IL1B NFkB inh cell count 2 µM = second read-out of IL1B NFkB inh, no call of its own (marks repeat the call); cell count; measured here: cells passing quality filter;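 raw number of nuclei counted in each imaged well without normalization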
IL1B NFkB pot cell count 2 µM = also measured in IL1B NFkB pot; calls as there; cell count; measured here: cells passing quality filter
Starred values were filed as active, the others as inactive; · = no result given.

Molecule	IL1B NFkB pot cell count 2 µM	MRP reversal cytotoxicity	MRP reversal with doxorubicin	IL1B NFkB pot	IL1B NFkB inh	IL1B NFkB inh cell count 2 µM	PLAP inhibitors HTS	Bcl-B TR3 displacers	MRP reversal
CC(=O)/C(=C/Nc1ccc(Oc2ccccc2)cc1)c1ccccc1	156	·	·	-10	10	156	8%	1%	·
O=C(Nc1cc(C(F)(F)F)cc(C(F)(F)F)c1)c1ccc(Cn2cc(C(F)(F)F)ccc2=O)cc1	99	·	·	-7	7	99	4%	-5%	·
CCNc1ccc(Br)cc(C(=O)/C=C/c2ccc3c(c2)OCO3)c1=O	170	·	·	8	-8	170	-4%	-115%	·
Cc1ccc(C(=O)Nc2nnc(C3CCCCC3)s2)o1	132	92	91	12	-12	132	-4%	-3%	2
CC(C)C(CCN1C(=O)c2ccccc2C1=O)c1ccco1 (stereo unspecified)	135	102	80	7	-7	135	-3%	-8%	21
COc1ccccc1NCC(O)Cn1c2ccccc2c2ccccc21 (stereo unspecified)	122	17	30	9	-9	122	17%	-6%	-13
COC(=O)c1cccc(NC(=O)Cc2coc3cc(OC)ccc23)c1	115	92	92	8	-8	115	·	·	-1
CC(=O)c1ccc(OCC(C)C)c(CN2CCCCC2)c1	161	87	83	-9	9	161	-23%	-7%	4
CC(=O)Nc1ccc(C(=O)Nc2ccc(S(=O)(=O)NCC3CCCO3)cc2)cc1 (stereo unspecified)	134	82	82	1	-1	134	25%	0%	1
CCn1c(-c2c[nH]c3ccccc23)n[nH]c1=S	·	89	79	·	·	·	-3%	-4%	10

Single records, from the list above.
Results for `CC(C)C(CCN1C(=O)c2ccccc2C1=O)c1ccco1` (stereo unspecified) = IL1B NFkB pot cell count 2 µM: 135; MRP reversal cytotoxicity: 102; MRP reversal with doxorubicin: 80; IL1B NFkB pot: 7; IL1B NFkB inh: -7; IL1B NFkB inh cell count 2 µM: 135; PLAP inhibitors HTS: -3%; Bcl-B TR3 displacers: -8%; MRP reversal: 21
Results for `CC(=O)c1ccc(OCC(C)C)c(CN2CCCCC2)c1` = IL1B NFkB pot cell count 2 µM: 161; MRP reversal cytotoxicity: 87; MRP reversal with doxorubicin: 83; IL1B NFkB pot: -9; IL1B NFkB inh: 9; IL1B NFkB inh cell count 2 µM: 161; PLAP inhibitors HTS: -23%; Bcl-B TR3 displacers: -7%; MRP reversal: 4

Remaining list, next part.
Molecule	IL1B NFkB pot cell count 2 µM	MRP reversal cytotoxicity	MRP reversal with doxorubicin	IL1B NFkB pot	IL1B NFkB inh	IL1B NFkB inh cell count 2 µM	PLAP inhibitors HTS	Bcl-B TR3 displacers	MRP reversal
COc1ccccc1C1C(C(=O)NCc2ccccc2)=C(C)Nc2ncnn21 (stereo unspecified)	·	89	92	·	·	·	8%	-6%	-3
Cc1c(C(=O)N2CCC(C)CC2)oc2ccc(S(=O)(=O)N3CCC4(CC3)OCCO4)cc12	183	68	87	8	-8	183	-79%	13%	-19
Cc1c(C#N)c2ccccc2n1CCOc1ccccc1F	104	44	75	-7	7	104	30%	-3%	-31
CCOC(=O)C1CCN(c2c(NCc3ccc(C(=O)NC(C)CC)cc3)c(=O)c2=O)CC1 (stereo unspecified)	152	94	92	16	-16	152	-18%	-6%	3
Cc1onc(-c2ccccc2Cl)c1C(=O)Nc1ccc(F)c(F)c1	89	·	·	-6	6	89	14%	-9%	·
Cc1ccc(S(=O)(=O)N2CCN(CC(=O)NC3CCCc4ccccc43)CC2)c(C)c1 (stereo unspecified)	139	·	·	28	-28	139	·	-14%	·
COc1ccc(C(=O)N2CCN=C2c2ccccc2)cc1OC	67	92	107	11	-11	67	14%	-7%	-15
C=CCSc1nc2ccccc2n1Cc1nnc(-c2cccs2)o1	191	92	86	5	-5	191	16%	-3%	7
CN1C(=O)c2ccccc2C(C(=O)NCc2ccco2)C1c1c[nH]c2ccccc12 (stereo unspecified)	47	85	75	-15	15	47	-4%	-1%	10
CCCC(=O)Nc1ccc(NC(=O)c2cccc(OC)c2)nc1	142	88	80	2	-2	142	-13%	2%	8
COc1ccc(C)cc1NC(=O)C(=O)NNC(=O)c1ccco1	·	·	·	·	·	·	-153%	-9%	·
CCCn1nc(C(=O)NCCc2ccc(S(N)(=O)=O)cc2)c2ccccc2c1=O	84	80	79	-5	5	84	-9%	5%	1
COc1ccc(N2CCN(C(=O)CSc3nc4c(c(=O)n(C)c(=O)n4C)n3C(C)C)CC2)cc1	201	94	100	-5	5	201	-53%	6%	-6
O=C(O)CCC(=O)N1CCc2cc(S(=O)(=O)NC3CCCC3)ccc21	108	99	90	-12	12	108	-7%	-9%	9
O=S1(=O)N=C(Oc2cccc3ccccc23)c2ccccc21	90	25	47	6	-6	90	·	·	-22
CCN(CCCNC(=O)C1CCC(=O)N1C(C)C)c1cccc(C)c1 (stereo unspecified)	173	94	93	8	-8	173	-55%	11%	1
N#Cc1ccc(-c2ccccc2)nc1Sc1ccc(F)cc1	119	·	·	6	-6	119	8%	-5%	·
CC(C)(C)N1CC(c2nc3ccccc3n2Cc2ccc(Cl)cc2)CC1=O (stereo unspecified)	133	59	60	4	-4	133	-79%	-4%	-1
O=C1CC(C(=O)N(c2ccc(F)cc2)C(C(=O)NC2CCCC2)c2ccccn2)CS1 (stereo unspecified)	91	76	80	6	-6	91	-60%	-2%	-4
CCC(C(=O)N1CCc2ccccc2C1)n1nc(C)n2c(cc3occc32)c1=O (stereo unspecified)	·	·	·	·	·	·	-46%	-10%	·
CCCCCC(C)NC(=O)c1ccoc1C (stereo unspecified)	146	91	90	1	-1	146	·	·	1
O=C(Cn1cnc2c(nnn2-c2ccccc2)c1=O)N1CCC(Cc2ccccc2)CC1	54	97	89	-10	10	54	-29%	0%	8
CCc1ccc(N2CC(C(=O)OCC(=O)Nc3cc(C)on3)CC2=O)cc1 (stereo unspecified)	103	37	101	3	-3	103	8%	-8%	-64
CCCCCCOC(=O)C(C#N)c1nc2ccccc2nc1N1CCN(CC)CC1 (stereo unspecified)	106	88	99	1	-1	106	-2%	-24%	-11
O=C(CN1C(=O)c2ccccc2S1(=O)=O)N1CCOCC1	109	92	84	7	-7	109	11%	0%	8
CC(=O)n1nc(-c2ccc(Cl)cc2)nc1NCc1ccco1	·	33	60	·	·	·	-2%	0%	-28
Cc1cc(C)n(C(=O)CNC(=O)Cc2ccccc2)n1	185	105	92	-1	1	185	1%	7%	13
Cc1ccccc1C(=O)N1CCc2ccccc2C1	80	92	78	22	-22	80	-4%	6%	15
Cc1ccc(C2/C(=C(/O)c3ccc(Cl)cc3)C(=O)C(=O)N2CC2CCCO2)o1 (stereo unspecified)	136	105	79	15	-14	136	-11%	-1%	26
CCOC(=O)N1CCN(C(=O)COc2ccc(Cl)cc2)CC1	156	99	88	2	-2	156	12%	-6%	11
O=C(NCCN1CCOCC1)c1ccc2c(c1)ncn2C1CCCCC1	101	85	79	9	-9	101	-1%	8%	6
Cc1c(C(=O)NCC(C)C)sc2nc(-c3ccc(F)cc3)cn12	·	100	84	·	·	·	0%	-5%	16
COc1ccc(CC(=O)NC(=S)Nc2ccc(S(=O)(=O)NC(C)(C)C)cc2)cc1	159	·	·	1	-1	159	7%	-12%	·
O=C(COC(=O)Cc1ccc(S(=O)(=O)N2CCOCC2)s1)NCc1ccccc1	179	92	98	13	-14	179	4%	-24%	-6
COc1cc2c(cc1OC)-c1cc(Nc3ccc4c(c3)OCCO4)nc(=O)n1CC2	137	65	71	5	-5	137	-3%	33%	-5
CCCOc1cccc(NC(=O)c2c(-c3ccccc3)noc2C)c1	117	83	75	-7	8	117	-3%	-1%	8
CC[C@H](C)[C@H](NS(=O)(=O)c1ccc(C)cc1)C(=O)N1CCC(C(=O)N[C@H](C(=O)O)C(C)C)CC1	198	94	99	8	-8	198	-34%	-16%	-5
COc1ccc(C)cc1NC(=O)c1ccc(S(=O)(=O)N2CCOCC2)cc1	95	85	89	1	-1	95	-10%	6%	-4
CCOC(=O)N1CCC(n2c(SCC(=O)NCc3ccccc3)nc3ccccc3c2=O)CC1	134	57	38	-1	1	134	9%	1%	20
CC1(c2ccc3noc(-c4ccc(F)cc4)c3c2)OCCO1	63	71	77	-6	6	63	1%	106%	-6
Cc1oc(-c2ccccc2F)nc1CS(=O)(=O)CC(=O)NCCN(C)C1CCCCC1	155	92	83	3	-3	155	-63%	0%	10
CC(=O)c1cccc(NC(=O)CCNS(=O)(=O)c2cccc3nsnc23)c1	81	99	90	4	-4	81	16%	-3%	9
COc1ccc(Cl)cc1S(=O)(=O)N1CCN=C1C	·	102	103	·	·	·	-38%	-7%	-1
CCOC(=O)C1CCCN(c2cc(=O)n(Cc3ccc(F)cc3)c(=O)[nH]2)C1 (stereo unspecified)	196	89	83	-2	2	196	-8%	-23%	6
CC(=O)N1CCN(C(=O)c2cccc(S(=O)(=O)Nc3ccc(C)cc3)c2)CC1	186	97	93	16	-16	186	-27%	12%	4
Cc1ccc(-c2noc(CCC(=O)NCCCN3CCN(c4cccc(Cl)c4)CC3)n2)cc1	143	37	77	0	0	143	-56%	-7%	-40
CCOC(=O)N=S(=O)(Oc1ccc([N+](=O)[O-])cc1)c1ccc(Cl)cc1 (stereo unspecified)	161	92	77	-1	1	161	·	·	15
N#CCCN(Cc1cccnc1)S(=O)(=O)c1ccc(S(=O)(=O)NC2CCCCC2)cc1	105	104	99	-15	15	105	-6%	-4%	5
Cc1cc(C(F)F)n2nc(C(=O)Nc3cc(C)on3)nc2n1	113	·	·	-2	2	113	-3%	-10%	·
C/C(=N\OC(=O)c1ccc(C)cc1)c1sc(C)nc1C	109	101	83	-5	5	109	-2%	2%	17

New compounds follow:
Molecule	IL1B NFkB pot cell count 2 µM	MRP reversal cytotoxicity	MRP reversal with doxorubicin	IL1B NFkB pot	IL1B NFkB inh	IL1B NFkB inh cell count 2 µM	PLAP inhibitors HTS	Bcl-B TR3 displacers	MRP reversal
C=CCn1c(SCc2c(C)noc2C)nc2ccccc2c1=O	173	20	42	19	-19	173	-62%	3%	-22
Cc1cc(Nc2ccc(Cl)cc2)n(-c2cccc(Cl)c2)n1	166	100	102	-6	6	166	71%	-12%	-2
COc1ccc(CNC(=O)c2ccc(C)o2)cc1	168	95	92	0	0	168	·	·	3
Cc1cc(C(C)c2ccccc2)c(O)c(CN2CCOCC2)c1C (stereo unspecified)	150	95	70	-4	4	150	-39%	-2%	25
CC(C)(C)NC(=O)COC(=O)c1cc(S(=O)(=O)N2CCCCC2)ccc1N1CCOCC1	162	·	·	6	-6	162	-80%	-2%	·
C=CCNc1oc(/C=C/c2ccccc2)nc1C#N	136	·	·	5	1	196	13%	0%	·
Cc1onc(-c2c(F)cccc2Cl)c1C(=O)N1C=CC(C(F)(F)F)=NCC1	140	·	·	23	-22	140	-1%	5%	·
Cc1cc(C)n2nc(SCc3cc(=O)oc4ccc5ccccc5c34)nc2n1	151	·	·	4	-4	151	1%	-7%	·
CCOCCCn1c(=N)c(C(=O)NCc2ccc3c(c2)OCO3)cc2c(=O)n3ccccc3nc21	101	58	65	-1	1	101	-26%	22%	-7
CC(C)NCCOCCOc1ccccc1F	165	99	91	16	-16	165	22%	3%	9
O=C(CCCCCn1c(=O)[nH]c2ccsc2c1=O)NCc1ccc2c(c1)OCO2	165	·	·	10	-10	165	-16%	2%	·
COc1ccc(CC(=O)Nc2ccc3c(c2)CCC3)cc1OC	153	·	·	36	-36	153	-110%	6%	·
CN(C(=S)Nc1ccc(F)cc1)C1(c2ccccc2Cl)CCCCC1=O (stereo unspecified)	160	94	90	27	-27	160	9%	-1%	4
CN(C)C(CNC(=O)c1cccnc1Sc1ccccc1)c1ccco1 (stereo unspecified)	127	93	87	-9	9	127	8%	4%	6
CN1C(=O)/C(=C\c2cc(N=Nc3ccccc3)ccc2O)SC1=S	135	·	·	3	-3	135	-12%	-2%	·
Cc1ccc(/C=N/NC(=O)c2cc(C)oc2C)o1	155	·	·	3	-3	155	1%	3%	·

An excerpt; count on the stated rates, not on these rows.
